PP5 primary: PP5 phosphatase inhibitors, primary screen, biochemical, fluorescence; Serine/threonine-protein phosphatase 5 (Homo sapiens), P53041; purified PP5c, OMFP substrate fluorescence; inhibition, % at 6.7 µM; 320,000 tested, 0.18% active;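 active = inhibition above the campaign's mean inhibition across all tested compounds plus 3 SD, cut at about 9.5% in these data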;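 also: 0% = DMSO only and 100% = 100 µM cantharidin control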
Efflux pump mplx: inhibitors of Candida efflux pumps in yeast, primary screen, S. cerevisiae, Nile Red, multiplex | inhibition, % at 10 µM | S. cerevisiae Candida pump triplex | AID 485275, 2010 | 330,000 tested, 0.44% active;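 active = plate passing quality check with inhibition over a set limit, or well fluorescence over plate mean plus 4 SD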;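 also: Nile Red retained in pooled yeast measured as flow cytometry median fluorescence; 0% = buffer negative control and 100% = Enniatin B positive control; higher means more Nile Red kept so more efflux inhibition; some compounds called inactive have numbers as strong as hits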
Fh CTSL1 inh: Fasciola hepatica cathepsin L1 inhibitors, primary screen, counter-screen for PFM18AAP inhibitor project, biochemical, QFRET, fluorogenic peptide substrate; recombinant F. hepatica cathepsin L1, Z-Leu-Arg-MCA fluorescence; inhibition, % at 5.96 µM; 300,000 tested, 0.49% active;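 active = inhibition above the mean of all tested compounds plus 3 SD, set per screening campaign, cut at about 17% in these data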;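 also: 0% = plate median of test compound wells and 100% = 1 µM Z-Phe-Ala-diazomethylketone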
proCasp3 act: activators of human procaspase-3 D3A mutant, primary screen, biochemical, absorbance, PC-3 D3A mutant, single concentration | AID 463141, 2010 | recombinant procaspase-3 D3A, Ac-DEVD-pNA absorbance 405 nm | activation, % at 8.5 µM | Caspase-3 (Homo sapiens), P42574 | 330,000 tested, 0.11% active;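 active = activation above the mean of all tested compounds plus 3 SD, cut at about 21% in these data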;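 also: 0% = DMSO alone and 100% = DMSO wells spiked with extra 5 µM PC-3 D3A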
Target sequence (P42574 whole entry D9A/D28A/D175A): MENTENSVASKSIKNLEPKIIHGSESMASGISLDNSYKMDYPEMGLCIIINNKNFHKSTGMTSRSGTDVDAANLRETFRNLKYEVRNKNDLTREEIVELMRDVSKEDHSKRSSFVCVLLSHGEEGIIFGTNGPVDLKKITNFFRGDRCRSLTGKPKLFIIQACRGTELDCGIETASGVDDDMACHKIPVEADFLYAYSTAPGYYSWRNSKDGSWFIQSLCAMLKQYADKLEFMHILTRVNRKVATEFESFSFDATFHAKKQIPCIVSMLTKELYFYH
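System: Procaspase-3 D3A mutant. Medium: Zinc-free 300 mM NaCl, 50 mM HEPES, 0.01% Triton X-100. Schedule: 1 h preincubation plus 2 h reaction at 25 °C. Measured by: 405 nm absorbance of p-nitroaniline, reads at 0 and 120 min. Read-out: percent activation relative to control range.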
PP1 counter: PP1-alpha phosphatase inhibitors, primary screen, counter-screen for PP5 inhibitor project, biochemical, fluorescence, OMFP substrate, single point; purified PP1alpha; inhibition, % at 6.7 µM; 320,000 tested, 0.9% active; AID 2235, 2010;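 active = inhibition above the mean inhibition of all tested compounds plus 3 SD, computed separately for each screening campaign, cut at about 15% in these data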
Target sequence (P62136 whole entry, looked up): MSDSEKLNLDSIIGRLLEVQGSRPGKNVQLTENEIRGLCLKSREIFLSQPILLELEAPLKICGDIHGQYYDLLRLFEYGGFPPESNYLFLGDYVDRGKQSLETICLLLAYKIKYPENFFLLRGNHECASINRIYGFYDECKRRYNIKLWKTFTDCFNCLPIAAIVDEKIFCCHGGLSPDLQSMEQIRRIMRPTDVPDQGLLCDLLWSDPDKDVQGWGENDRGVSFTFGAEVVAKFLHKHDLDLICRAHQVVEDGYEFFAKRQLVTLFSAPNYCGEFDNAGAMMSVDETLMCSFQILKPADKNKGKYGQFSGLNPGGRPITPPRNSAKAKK
TPT1 inh: Candida albicans TPT1 enzyme inhibitors, primary screen, biochemical, fluorescence polarization. tRNA 2'-phosphotransferase TPT1 (Candida albicans SC5314). recombinant caTPT1, FP RNA substrate dephosphorylation. inhibition, % at 5 µM. 300,000 tested, 0.81% active. AID 1962, 2009;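 active = inhibition above the mean of all tested compounds plus 3 SD, set per screening campaign, cut at about 24% in these data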;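 also: plate controls were DMSO alone for no effect and ferristatin control at 100 nM for full effect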
proCasp7 act: procaspase-7 activators, primary screen, counter-screen for procaspase-3 activator project, biochemical, absorbance, HTS, human | Caspase-7 (Homo sapiens), P55210 | recombinant procaspase-7, Ac-DEVD-pNA absorbance 405 nm; D23A/D198A/D206A triple mutant, cannot self-cleave; scale: DMSO 0, 5 µM enzyme 100 | activation, % at 8.5 µM | 330,000 tested, 0.093% active;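 active = percent activation above the screen-wide mean plus 3 SD, cut at about 25% in these data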
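Assay system: Uncleavable procaspase-7 mutant enzyme | Input: 2 µM procaspase-7 mutant as dispensed | Timing: 1 h compound preincubation, 2 h substrate cleavage, 25 °C | Repeats: One well per compound | Control set: DMSO wells as 0%, DMSO with 5 µM added PC-7 as 100% | Technique: Epi-absorbance of released pNA at 405 nm, two timepoints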
JMJD2C inh: inhibitors of GASC-1 histone demethylase, primary screen, biochemical, fluorescence, DELFIA europium; Lysine-specific demethylase 4C (Homo sapiens), Q9H3R0; GST-JMJD2C(1-420) H3K9me3 demethylation; inhibition, % at 2.35 µM; 330,000 tested, 0.069% active; AID 2099, 2009;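 active = more than half of a compound's replicate wells show inhibition beyond 50%, single wells judged on their own value; inconclusive = some, but no more than half, of replicates pass 50% inhibition; inactive = no replicate passes 50% inhibition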;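 also: signal counts dimethyl H3K9 product captured on neutravidin plate; 0% = median of DMSO wells and 100% = 0.3 times that DMSO median; strong numbers were not always called active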
Target sequence (Q9H3R0 1-420 limits assumed): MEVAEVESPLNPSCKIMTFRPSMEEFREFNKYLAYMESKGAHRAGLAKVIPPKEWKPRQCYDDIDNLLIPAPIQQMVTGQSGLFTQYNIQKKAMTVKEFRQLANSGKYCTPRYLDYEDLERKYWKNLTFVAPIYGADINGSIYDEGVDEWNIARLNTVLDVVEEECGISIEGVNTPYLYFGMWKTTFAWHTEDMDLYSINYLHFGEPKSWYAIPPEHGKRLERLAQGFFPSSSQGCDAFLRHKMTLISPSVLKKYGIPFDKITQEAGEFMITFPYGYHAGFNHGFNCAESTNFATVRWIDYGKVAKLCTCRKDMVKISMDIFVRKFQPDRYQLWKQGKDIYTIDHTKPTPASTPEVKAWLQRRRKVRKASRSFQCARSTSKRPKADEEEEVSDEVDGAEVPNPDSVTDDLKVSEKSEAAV
core dimer inh: inhibitors of HCV core protein dimerization, primary screen, biochemical, TR-FRET, high-throughput; TR-FRET GST/Flag-core106 dimerization, 1536-well; inhibition, % at 5 µM; 300,000 tested, 0.33% active; AID 1899, 2009;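 active = inhibition above the mean of all tested compounds plus 3 SD, set per screening campaign, cut at about 45% in these data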
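Material: GST/Flag-tagged HCV core106 proteins. Incubation: 4 h, 22.5 °C incubation. Read-out basis: inhibition (%) from 671 over 617 nm ratio. Measured by: TR-FRET, excitation 340 nm, emission 617 and 671 nm.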
* = called active by the depositor; ? = inconclusive; . = not tested or not shown; & = joins results of further samples.

Order of results – Fh CTSL1 inh | JMJD2C inh | proCasp7 act | core dimer inh | PP5 primary | PP1 counter | TPT1 inh | proCasp3 act | Efflux pump mplx
#1 Cc1cccc(N2CCN(C(=O)c3ccc(S(=O)(=O)N(C)c4ccccc4)cc3)CC2)c1C
  . | -11 | -1 | . | . | . | . | 3 | 0.3
#2 Cc1cc(=O)[nH]c(N/N=C/C2=C(N3CCOCC3)C(=C\c3ccc(Cl)cc3)/CC2)n1
  -1 | 7 | -18 | 32 | 2.8 | 2 | 15 | -13 | 0.4
#3 Cc1ccc(NC(=O)CSc2ccc(S(=O)(=O)N3CCCC3)cn2)cc1F
  . | -2 | -15 | . | 1.4 | -2 | . | -12 | 0.0
#4 CC(=O)c1cc(C)ccc1OC(=O)c1ccco1
  -3 | 21 | -2 | 10 | 2.2 | 2 | -3 | 2 | -0.1
#5 Cc1ccc(C(=O)NCCCNc2ccc(C(F)(F)F)cc2[N+](=O)[O-])cc1
  4 | -36 | -1 | 4 | -0.4 | -3 | 8 | -11 | -0.1
#6 CCOC(=O)CNC(=O)CCCCCC(=O)NCC(=O)OCC
  4 | -11 | 9 | -4 | -0.7 | 2 | 0 | 4 | -0.1
#7 O=C(c1ccccc1Br)N1CCN(c2ccc([N+](=O)[O-])c(N3CCOCC3)c2)CC1
  6 | 5 | -14 | -8 | 0.3 | 3 | -2 | -10 | 0.0
#8 Cc1ccc2nc(-c3ccc(NC(=O)COC(=O)c4ccco4)cc3)sc2c1
  -4 | 3 | -7 | -15 | 0.9 | 3 | 1 | 2 | 3.1
#9 CN(Cc1ccccc1)c1nc2nonc2nc1N1CCCC(CN2CCCC2=O)C1 (configuration not stated)
  0 | 5 | 5 | 4 | -1.1 | -6 | -2 | 2 | 0.0
#10 O=C(O)c1ccccc1NN=C1CCCCC1
  0 | 12 | 0 | -12 | 2.4 | -1 | -1 | -3 | 0.2
#11 S=C(NCCCn1ccnc1)NC1CCCCC1
  -4 | 1 | -1 | -15 | 2.2 | -1 | -1 | -9 | 0.0
#12 O=C(O)c1cc(NN=Nc2cccc([N+](=O)[O-])c2)cc([N+](=O)[O-])c1
  0 | 1 | 0 | 3 | -0.1 | -1 | 0 | -10 | -0.1
#13 O=C(NS(=O)(=O)c1ccccc1)c1cccc(Br)c1
  -2 | -10 | 8 | -2 | 1.6 | -4 | -1 | 9 | 0.2
#14 COc1ccc(C(CNC(=O)c2cc3c(s2)CCCC3)N2CCOCC2)cc1 (configuration not stated)
  -1 | -15 | -3 | 1 | 1.9 | 0 | 1 | -2 | 0.2
#15 O=C(NCc1ccccn1)c1cccc(S(=O)(=O)Nc2ccc(SC(F)F)cc2)c1
  -3 | -2 | 7 | -1 | 1.9 | -4 | 0 | 4 | -0.1
#16 CCc1cc(-c2[nH]ncc2-c2ccc([N+](=O)[O-])cc2)c(O)cc1OC
  6 | 0 | 16 | 1 | 3.8 | 6 | 0 | 8 | 0.1
#17 COc1ccc(-c2onc(C)c2-c2cnn(-c3ccccc3)c2)c(O)c1
  1 | -14 | 11 | -2 | 1.8 | 0 | -2 | -11 | -0.1
#18 CC(C(=O)OCC(=O)c1ccccc1)N1C(=O)C2C3CCC(C3)C2C1=O (configuration not stated)
  0 | 5 | 9 | -2 | -0.2 | 1 | -3 | 4 | 0.0
#19 Cc1cc(C)cc(N(CCC#N)C(=O)COC(=O)c2nc3nc(C)cc(C)n3n2)c1
  -2 | -1 | 6 | 1 | -0.4 | -4 | 1 | -12 | 0.1
#20 Cc1cc(NC(=O)C2CCCCC2)n(-c2nc3ccccc3[nH]2)n1
  3 | -6 | -6 | -6 | 2.8 | -2 | 4 | -3 | -0.1
#21 Cn1c(NC(=O)c2ccc(F)c(F)c2)cc(=O)n(C)c1=O
  0 | -3 | 5 | 1 | 0.0 | 0 | -2 | 2 | 0.1
#22 COc1ccc(S(=O)(=O)N2CCN(C)CC2)cc1
  7 | 3 | -6 | -15 | -0.5 | 1 | -1 | -1 | 0.0
#23 CCn1c(SCC(=O)c2c[nH]c3ccccc23)nc2cc(S(=O)(=O)N3CCOCC3)ccc21
  0 | 1 | -3 | 10 | 3.9 | 2 | 2 | 7 | 0.4
#24 O=C(c1ccc(=O)n(Cc2ccccc2)n1)N1CCN(C/C=C/c2ccccc2)CC1
  2 | -2 | -4 | 3 | 1.0 | 1 | 1 | 2 | 0.0
#25 C=CCNC(=O)c1onc(CSc2cccc(OCC)c2)c1C(=O)O
  2 | -5 | -3 | 9 | 1.6 | -2 | -5 | 6 | .
#26 CCOc1ccccc1NC(=O)c1nnn(CC(=O)Nc2ccc3c(c2)OCO3)c1N
  7 | -15 | 2 | -3 | 1.7 | 2 | -4 | 2 | 0.2
#27 Clc1ccc(C2[C@H]3CN(Cc4cccnc4)[C@H](c4ccccc4)C34CC2(c2ccccc2)C4)cn1 (some centres not stated)
  -1 | -5 | 0 | 20 | 4.9 | 21* | 2 | -6 | 0.2
#28 O=C(c1ccccc1F)N1CCN(CC2CC3C=CC2C3)CC1 (configuration not stated)
  -2 | 14 | 1 | -2 | -0.9 | -2 | 4 | 15 | -0.1
#29 CC(=O)c1ccc(OCc2cc(C(=O)NC3CCCCC3)no2)cc1
  2 | -2 | 5 | -5 | 1.9 | -3 | 1 | 8 | -4.5
#30 O=C(CN1C(=O)/C(=C2/SC(=S)N(CCS(=O)(=O)O)C2=O)c2ccccc21)Nc1cccc(Br)c1
  . | 25 | -25 | . | . | . | . | -24 | -0.2
#31 O=c1cc(-c2ccccc2Cl)oc2c(NS(=O)(=O)c3ccccc3C(F)(F)F)ccc(O)c12
  -2 | -15 | 6 | 9 | 2.8 | 10 | -1 | 6 | 0.0
#32 Cc1cc(C)nc(N2CCCC(C(=O)Nc3nnc(C)s3)C2)n1 (configuration not stated)
  2 | 3 | -3 | 2 | 1.4 | -1 | 2 | 0 | -0.1
#33 CCN(CC(=O)NCc1ccc(Cl)cc1)C(=O)CSCC(=O)Nc1cccc(C)c1
  -1 | -4 | 7 | -3 | 1.8 | -7 | -1 | 3 | -0.4
#34 COc1ccc2c(c1OC)C(=O)OC2Nc1nc2ccccc2s1 (configuration not stated)
  -2 | 5 | 8 | -3 | 0.5 | -1 | -2 | -8 | 0.0
#35 CCOCc1c(C(=O)OCC(=O)NCc2ccc(F)cc2)oc2ccccc12
  . | . | 1 | . | 0.8 | -1 | . | 4 | -0.2
#36 COC(=O)CCCNC(=O)c1ccc(OS(=O)(=O)c2cc([N+](=O)[O-])ccc2C)cc1
  0 | 1 | 12 | 4 | -0.6 | -5 | -3 | 0 | -0.4
#37 COc1ccc(C2C3=C(CC(C)(C)CC3=O)Oc3ncn(CCCn4ccnc4)c(=N)c32)cc1 (configuration not stated)
  0 | 9&7 | -13 | -1 | 1.7 | -2 | -1 | 2 | 0.0
#38 Cc1cc(NC(=O)/C(C#N)=C/c2ccco2)n(-c2ccccc2)n1
  7 | 0 | 2 | -12 | 0.4 | -2 | 0 | 5 | -0.1
#39 CCOC(=O)/C(=C\c1cccc(O)c1)c1nc2sc(C)c(C)c2c(=O)[nH]1
  0 | -6 | -13 | -1 | 2.9 | -2 | 3 | 0 | 0.3
#40 CCOC(=O)c1c(C)[nH]c(C)c1C(=O)CSc1nnc(-c2ccco2)n1Cc1ccccc1
  -3 | ? | -1 | 5 | 2.2 | 0 | -3 | 12 | -0.1
#41 CC1Cc2ccccc2N1C(=O)c1cnc2ccccn2c1=O (configuration not stated)
  0 | ? | 4 | -5 | 0.6 | -1 | -1 | 9 | -0.1
#42 CC(C)c1ccc(NC(=S)NNC(=O)C2CC2)cc1
  2 | -7 | -6 | -3 | 0.0 | -2 | -4 | 0 | -0.1
#43 N#Cc1c(-c2ccccc2)c(-c2ccccc2)n[nH]c1=O
  3 | -4 | -3 | 3 | -1.1 | -2 | 1 | 0 | 0.0
#44 C=CCc1ccc(OCCOc2cccc3cccnc23)c(OC)c1
  2 | -1 | 4 | 0 | 3.2 | 2 | -3 | 0 | 0.2
#45 Cc1nccn1CC(=O)c1ccc(O)c(O)c1
  . | 22 | -6 | . | -0.6 | -4 | . | -1 | 0.0
#46 Cc1ccc(C)c(N(Cc2cc3ccc(C)cc3[nH]c2=O)C(=O)c2ccco2)c1
  1 | -19 | -9 | 5 | -0.7 | 3 | -1 | 4 | 0.3
#47 CC(=O)c1sc(NC(=O)C2COc3ccccc3O2)nc1C (configuration not stated)
  3 | -1 | 12 | 1 | 0.3 | 1 | -2 | 5 | 0.0
#48 CCn1c(SCC(=O)NNC(=O)c2ccc(C)cc2)nnc1C(C)C
  -3 | -41 | 0 | 6 | 0.1 | 6 | -3 | 5 | -0.2
#49 Cc1ccc(NC(=O)CSc2nnc(CNC(=O)c3ccco3)n2C)cc1C
  -1 | -8 | -4 | -3 | 1.6 | 0 | -1 | -2 | 0.1
#50 Cc1cccc(NC(=O)N(Cc2cc3cc(C)cc(C)c3[nH]c2=O)CC2COCCO2)c1 (configuration not stated)
  3 | 1 | 4 | 7 | 4.7 | 3 | -2 | 4 | 0.7
#51 Cn1c(SCC(=O)Nc2cc(S(=O)(=O)N3CCOCC3)ccc2N2CCOCC2)nnc1-c1ccncc1
  -1 | 39 | 7 | -1 | -1.3 | 0 | -2 | 1 | -0.1
#52 O=C1/C(=C\c2ccncc2)CCc2ccccc21
  0 | 13 | 6 | 6 | 1.4 | 1 | -2 | -5 | 0.2
#53 CC(SCC(=O)Nc1ccccc1)c1nc2ccccc2c(=O)[nH]1 (configuration not stated)
  -2 | -8 | 4 | -3 | 1.3 | -4 | -4 | 5 | -0.6
#54 CC1CCC2(CC1)NC(=O)N(Cc1nnc(-c3cccs3)o1)C2=O (configuration not stated)
  -1 | -8 | -2 | 1 | -1.6 | -8 | 0 | 3 | 0.2
#55 O=C(NC(NC(=S)Nc1cccc(C(=O)O)c1)C(Cl)(Cl)Cl)OCc1ccccc1 (configuration not stated)
  -4 | -28 | -5 | -7 | 4.1 | 1 | 0 | 2 | 0.0
